IL1B secr inh: inflammasome signaling inhibition, IL-1 beta readout. THP-1 LPS/ATP IL-1B secretion, AlphaLISA, 16 h; hits give low values. activity change, % at 57.5 µM. hit rate 4.7% among 360,000. AID 743279; in the data active = activity change below about -50%; inconclusive = mostly about -30% to -49%; also: % is scaled to controls: 0 for no effect and ±100 for the full control effect
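THP-1 cells pretreated 1 hr with compounds (up to 57.5 uM final), then stimulated with LPS (250 ng/mL final) plus ATP (1.25 mM final); secreted IL-1B measured by AlphaLISA after 16 hr, decreased signal indicating inhibition.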
WRN helicase inh: blocks human WRN helicase. hit rate 0.46% among 360,000. Potency, µM (doses to about 114 µM), inactives show at the highest dose activity change, negative = inhibition, most hits filed as inhibitors. WRN helicase unwinding, fluorescent forked duplex, kinetic; also: potency is read from the fitted curve at half-maximal effect; % is scaled to controls: 0 for no effect and ±100 for the full control effect; nearly all actives have a fitted effect of over 55% in size
Target sequence (Q14191 whole entry, looked up): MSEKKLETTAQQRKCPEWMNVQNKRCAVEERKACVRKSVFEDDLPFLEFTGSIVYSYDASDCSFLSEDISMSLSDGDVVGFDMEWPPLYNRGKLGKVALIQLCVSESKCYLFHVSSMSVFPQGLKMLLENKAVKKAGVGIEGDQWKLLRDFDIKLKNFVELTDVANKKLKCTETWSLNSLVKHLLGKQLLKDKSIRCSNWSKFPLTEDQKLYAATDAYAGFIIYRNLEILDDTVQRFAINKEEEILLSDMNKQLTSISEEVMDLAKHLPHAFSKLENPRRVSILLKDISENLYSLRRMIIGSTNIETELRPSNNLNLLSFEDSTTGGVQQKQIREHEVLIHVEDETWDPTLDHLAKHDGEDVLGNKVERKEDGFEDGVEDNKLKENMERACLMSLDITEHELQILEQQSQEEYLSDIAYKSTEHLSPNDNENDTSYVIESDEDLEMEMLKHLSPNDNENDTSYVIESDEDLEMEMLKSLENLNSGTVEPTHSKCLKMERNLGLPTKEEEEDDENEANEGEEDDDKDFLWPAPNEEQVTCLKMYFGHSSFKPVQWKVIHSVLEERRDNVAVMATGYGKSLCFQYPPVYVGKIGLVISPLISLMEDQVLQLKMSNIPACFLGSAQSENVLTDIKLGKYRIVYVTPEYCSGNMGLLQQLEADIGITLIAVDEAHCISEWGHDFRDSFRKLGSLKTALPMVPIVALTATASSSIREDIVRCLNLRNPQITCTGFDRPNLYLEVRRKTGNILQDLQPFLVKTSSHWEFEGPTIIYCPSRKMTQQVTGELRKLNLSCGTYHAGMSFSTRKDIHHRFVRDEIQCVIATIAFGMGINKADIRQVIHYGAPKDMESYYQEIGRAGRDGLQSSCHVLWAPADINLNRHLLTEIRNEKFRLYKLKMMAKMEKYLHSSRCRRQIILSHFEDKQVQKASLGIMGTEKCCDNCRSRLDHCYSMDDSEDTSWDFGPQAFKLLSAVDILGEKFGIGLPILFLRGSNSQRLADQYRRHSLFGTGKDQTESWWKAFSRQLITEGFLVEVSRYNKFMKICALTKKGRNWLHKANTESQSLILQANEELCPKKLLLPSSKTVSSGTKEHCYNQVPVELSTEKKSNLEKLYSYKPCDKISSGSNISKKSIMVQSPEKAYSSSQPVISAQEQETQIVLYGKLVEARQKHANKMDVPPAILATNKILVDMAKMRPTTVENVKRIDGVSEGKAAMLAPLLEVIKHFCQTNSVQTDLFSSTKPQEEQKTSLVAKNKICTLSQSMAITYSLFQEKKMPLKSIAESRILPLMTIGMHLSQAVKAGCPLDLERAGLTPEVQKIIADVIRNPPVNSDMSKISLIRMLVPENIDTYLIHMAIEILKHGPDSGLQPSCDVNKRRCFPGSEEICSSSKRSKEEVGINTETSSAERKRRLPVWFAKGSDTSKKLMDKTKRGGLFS
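Fluorescence dequenching readout, ex 525 nm/em 598 nm, kinetic mode: forked duplex DNA (100 nM final) with adjacent fluorophore and quencher unwound by WRN (20 nM final) with 2 mM ATP. Compound preincubation 15 min, room temperature.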
ATXN2 expr inh: inhibitors of ATXN2 expression | HEK-293 ATXN2-luciferase reporter, luminescence, 24 h | Potency, µM (highest dose often 57 µM), for inactives: top-dose activity change, negative = inhibition, hits mostly inhibitors | hit rate 0.72% among 360,000; also: potency is read from the fitted curve at half-maximal effect; % is scaled to controls: 0 for no effect and ±100 for the full control effect; nearly all actives have a fitted effect of over 55% in size
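ATXN2-luciferase reporter cells (luciferase flanked by upstream and downstream ATXN2 gene portions) were treated 24 h at 37 °C with compounds at up to 57 uM. SteadyGlo luminescence gave expression; GF-AFC fluorescence gave viability.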
HT1080 IDH1KD tx: toxicity to HT-1080 IDH1 knockdown cells (counter line); hit rate 2% among 360,000; HT-1080 IDH1 knockdown viability, ATP luminescence, 48 h; Potency, µM (titrated, usually from 46.1 µM), for inactives: top-dose activity, negative = toxicity, hits mostly cytotoxic;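 also: potency is read from the fitted curve at half-maximal effect; 0% = DMSO wells and -100% = cell-free medium wells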
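Luminescent ATP read-out (CellTiter-Glo, 10 min at room temperature) after 48 h compound exposure at 37 °C gave viability of IDH1-knockdown HT-1080 cells. Activity was normalised to DMSO and cell-free wells, then fitted as concentration-response curves.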
MCF10A rerep: DNA re-replication induction in MCF 10a cells; Potency, µM (titrated, usually from 46.1 µM), inactives show at the highest dose activity, positive = re-replication, actives largely listed as activators; MCF 10A DNA re-replication, Hoechst nuclear intensity, 48 h; hit rate 2.9% among 350,000; also: potency is read from the fitted curve at half-maximal effect; % of control where 0% means no effect; nearly all actives have a fitted effect of over 50% in size
KB-V1 cytotox: kills drug-selected multidrug resistant KB-V1 cells. KB-V1 MDR cells viability, CellTiter-Glo, 72 h. Potency, µM (top dose mostly 46.1 µM), inactives show at the highest dose activity change, negative = cytotoxicity, most hits filed as cytotoxic. hit rate 3.4% among 400,000. AID 1347076; also: potency is read from the fitted curve at half-maximal effect; % is scaled to controls: 0 for no effect and ±100 for the full control effect; nearly all actives have a fitted effect of over 60% in size
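In this primary screen, KB-V1 cells overexpressing P-gp are incubated with library compounds (lowest to highest concentration) for 72 h at 37 degrees C before a luminescent ATP viability read.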
HT1080NT lethal: kills 2HG-producing HT-1080-NT fibrosarcoma cells; HT-1080-NT fibrosarcoma viability, CellTiter-Glo ATP luminescence, 48 h; Potency, µM (series often up to 46.1 µM), for the others: top-dose activity, negative = less viability, actives largely listed as cytotoxic; hit rate 1.6% among 360,000; AID 686970;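 also: NT is the 2HG producing partner of a matched IDH1 knockdown line; potency is read from the fitted curve at half-maximal effect; 0% = DMSO-treated cells and -100% = media-only wells without cells; nearly all actives have a fitted effect of over 55% in size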
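Compounds were tested in concentration-response format on HT-1080-NT cells for 48 hours at 37 degrees C. Cell viability came from CellTiter-Glo luminescence; curves were classified by r2, response magnitude and activity.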
KB-3-1 cytotox: KB-3-1 parental cell cytotoxicity; hit rate 1.4% among 400,000; KB-3-1 viability, CellTiter-Glo ATP luminescence, 72 h; Potency, µM (top dose mostly 46.1 µM), inactives show at the top dose activity change, negative = cytotoxic, usual class: cytotoxic; also: potency is read from the fitted curve at half-maximal effect; % is scaled to controls: 0 for no effect and ±100 for the full control effect; nearly all actives have a fitted effect of over 60% in size
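Parental KB-3-1 viability, qHTS format: 72 h compound exposure, 37 °C; CellTiter-Glo; media-only wells and DMSO plates as controls; concentration-effect fits on corrected data.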
SW480 rerep: induces DNA re-replication in SW480 colon adenocarcinoma cells. SW480 DNA re-replication, Hoechst DNA content imaging, 48 h. Potency, µM (doses to about 46.1 µM), for the others: at the top dose re-replication activation, most hits filed as activators. hit rate 1.8% among 340,000. AID 624297; also: potency is read from the fitted curve at half-maximal effect; % of control where 0% means no effect; nearly all actives have a fitted effect of over 55% in size
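Hoechst fluorescence of nuclei (405 nm excitation, 500-530 nm emission) measured by plate-scanning imager after 48 hr compound exposure at 37 C; re-replication scored as increased number of nuclei with elevated intensity.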
An asterisk follows results filed as active; ? = inconclusive; / = no result given; [ ] = dose if it differs, or a comment. Unless noted, calls follow the shape of the dose curve; as a rule, active = well fitted curve in the direction sought with a large enough effect; inconclusive = small, poorly fitted or top-dose-only effect, or another doubt; inactive = no such curve, though single readings can be large; an effect the other way counts as inactive or inconclusive.

SMILES	IL1B secr inh	WRN helicase inh	ATXN2 expr inh	HT1080 IDH1KD tx	MCF10A rerep	KB-V1 cytotox	HT1080NT lethal	KB-3-1 cytotox	SW480 rerep
CCOC(=O)N1CCN(C(=O)CCNS(=O)(=O)c2cc(Br)cnc2N)CC1	10	0%	-23%	1%	5%	-2%	-10%	-7%	9%
COCCCNC(=O)CSc1nc2ccccc2c(=O)n1Cc1ccc2c(c1)OCO2	0	-3%	6%	-26%	-1%	?	0%	15%	-2%
COc1cc(-c2[nH]ncc2CN(C)Cc2cc(C)[nH]n2)cc(OC)c1OC	11	4%	/	7%	-3%	9%	4%	1%	-44%
CCOC(=O)C1CCCN(C(=O)c2sc3nc4n(c(=O)c3c2C)CCC4)C1 (configuration not stated)	9	-4%	/	0%	-3%	-1%	8%	3%	2%
O=C1C=C(c2ccc3[nH]ccc3c2)C[C@@H](c2ccc(Cl)cc2)C1	0	-7%	0%	?	10µM*	0%	?	0%	23%
Cc1cc2nccc(-c3ccc(Cl)c([N+](=O)[O-])c3)n2n1	-27	-5%	-11%	-1%	5%	6%	1%	-2%	-5%
COc1ccc(OCC2CCCN(Cc3nc(CC4CC4)no3)C2)cc1 (configuration not stated)	0	2%	26%	-15%	7%	-11%	7%	12%	-2%
Cc1cccc(OC(=O)n2c(=S)oc3cc(Cl)ccc32)c1	8	-13%	6%	-3%	?	-4%	2%	4%	-7%
CC(C)OCCCNC(=O)C1CCN(S(=O)(=O)N2CCCCC2)CC1	17	-17%	-9%	12%	?	1%	3%	21%	1%
COc1ccccc1CNC(=O)C1CCN(S(C)(=O)=O)CC1	-24	3%	11%	12%	2%	29%	17%	13%	-2%
CCOc1ccc(NS(=O)(=O)c2ccc(OC)c(NC(=O)c3ccc4c(c3)OCCO4)c2)cc1	-14	-4%	3%	-3%	?	?	4%	-22%	?
Cc1nnc(NC(=O)COc2ccccc2)s1	-5	-11%	22%	?	9%	-8%	0%	8%	-5%
CC(C)(C)OC(=O)CNC(=O)c1[nH]cnc1C(=O)NCCCCCNC(=O)OC(C)(C)C	1	-1%	?	-22%	2%	-2%	-10%	-24%	-26%
COc1cc2c(cc1OC)C(c1cc(Br)ccc1O)N(C(C)=O)CC2 (configuration not stated)	-1	-6%	-16%	3%	3%	17%	12%	-10%	-1%
COc1ccc(Nc2nnc(SCC(=O)N3CCCC3)s2)cc1	-7	-15%	6%	6%	0%	7%	-3%	8%	-3%
Cc1nn(C)c(Oc2ccc(Cl)cc2)c1C(=O)Nc1ccc(F)cc1F	-10	-4%	-19%	5%	-2%	?	9%	0%	-7%
C=CCNC(=S)/N=c1/ccccn1CCC	33	2%	-9%	-1%	2%	17%	-1%	-2%	-17%
COc1ccc(C(=O)NC(=O)Nc2cc(C)ccn2)cc1	-1	-9%	?	-12%	4%	0%	0%	-16%	-2%
CC(c1ccccc1)N(CC(=O)NC1CCCCC1)S(=O)(=O)c1cccc(C(F)(F)F)c1 (configuration not stated)	-62*	-9%[57.1 µM]	?	-20%	?	?	-21%	-20%	?
COC(=O)Cc1cc(=O)n(-c2ccccc2)[nH]1	-7	-13%	5%	15%	30%	0%	0%	-4%	2%
COc1ccc(S(=O)(=O)NC(C)(C)C)cc1-c1nnc2c3ccccc3c(C)nn12	-15	5%	1%	-2%	-7%	2%	5%	18%	-5%
Cc1cc(NC(=O)CCC(=O)N(c2ccccc2)C(C(=O)NC(C)(C)C)c2ccccc2Cl)no1 (configuration not stated)	23	0%	-7%	-19%	-4%	-22%	-22%	-6%	-4%
N#C/C(=C\c1ccc(-c2ccc(S(=O)(=O)N3CCOCC3)cc2)o1)C(=O)NC1CC1	-2	-14%	5%	-2%	14%	-12%	-10%	4%	5%
O=C(O)c1cnc2[nH]c3ccccc3n2c1=O	3	-12%	4%	17%	-1%	25%	33%	12%	-6%
NC(N)=NS(=O)(=O)c1ccc(NC(=S)NC(=O)/C=C/c2ccccc2)cc1	-8	1%	7%	-1%	?	-10%	-12%	2%	-35%[inhibitor]

Following part:
SMILES	IL1B secr inh	WRN helicase inh	ATXN2 expr inh	HT1080 IDH1KD tx	MCF10A rerep	KB-V1 cytotox	HT1080NT lethal	KB-3-1 cytotox	SW480 rerep
Cc1ccc(CCSc2ccc(F)cc2)cn1	-16	-1%	8%	8%	0%	2%	16%	11%	-59%[inhibitor]
N#CC(C(=O)NCc1ccccc1)c1nc2ccccc2nc1N1CCCC1 (configuration not stated)	9	-12%	-16%	-9%	?	-13%	-1%	-4%	?
Cc1cccc(NC(=S)NNC(=O)c2cccc([N+](=O)[O-])c2)c1	5	-9%	16%	8%	?	-14%	-6%	-2%	-6%
COC(=O)[C@]1(C)N[C@H](CN(C)C(=O)c2ccccc2)[C@@H]2C(=O)N(Cc3ccccc3)C(=O)[C@@H]21	25	1%	8%	14%	-3%	4%	15%	15%	?
COc1ccccc1[C@@H]1C(c2cccc(Cl)c2)=NN(c2ccc(Br)cc2)[C@H]1C(=O)N1CCOC1=O	-8	5%	-5%	1%	?	?	-2%	0%	3.3µM*
CCS(=O)(=O)C1=NN2C(=N)/C(=C\c3ccc(SCc4ccco4)o3)C(=O)N=C2S1	2	56µM*	24%	-11%	13%	0%	0%	0%	7%
O=C(COC(=O)/C=C/c1cccc(C(F)(F)F)c1)NC1CCS(=O)(=O)C1 (configuration not stated)	-6	-1%	/	-1%	0%	0%	-1%	-16%	-17%
COc1ccccc1OCC(=O)NNC(=O)c1ccoc1C	-9	8%	0%	-19%	9%	-6%	7%	10%	-3%
CCOC(=O)c1cc2c(=Cc3ccc(N(C)C)cc3)c3ccccc3n2[n+]1C	-101*	16µM*	?	8.2µM*	25%	?	?	2.1µM*	?
COc1ccc(CNC(c2ccccc2)c2ccc(Cl)cc2)cc1 (configuration not stated)	31	-23%	0%	-26%	0%	-25%	-26%	2%	28%
Cc1cc(CNC(=O)C2CCC(=O)N(Cc3ccccc3F)C2)nn1C (configuration not stated)	1	-16%	-5%	-2%	-5%	/	3%	/	-2%
CCOc1ncccc1C(=O)NNC(=O)c1ccccc1-n1cccc1	24	-3%	2%	2%	1%	-2%	3%	-28%	-6%
COc1cc(/C=N/N2C(=O)C3C4c5ccccc5C(c5ccccc54)C3C2=O)ccc1O (configuration not stated)	-7	-5%	-1%	-10%	0%	10µM*	-3%	-4%	-2%
COc1cc(/C=N/Nc2nc(N3CCCC3)nc(N3CCCC3)n2)ccc1OCc1ccccc1F	-13	3%	19%	8%	0%	-24%	12%	-12%	0%
COC(=O)C(C(=O)OC)c1ccccc1NS(=O)(=O)c1c(C)cc(C)cc1C	34	-2%	/	?	/	?	?	?	/
Cn1c(=O)c2c(ncn2CC(=O)Nc2nc(-c3ccc(F)c(F)c3)cs2)n(C)c1=O	2	1%	/	8%	?	?	0%	0%	?
COc1ccc(CCc2nnc(CCC(=O)NCc3ccc4ncccc4c3)o2)cc1	43	-15%	-7%	1%	10%	-1%	-2%	5%	1%
COc1ccc(S(=O)(=O)N2CCOC23CCN(S(=O)(=O)c2cc(F)ccc2F)CC3)cc1	-18	-9%	2%	1%	2%	-20%	-3%	-2%	3%
COc1cccc(C(=O)Nc2cccc(-c3ccc(N4CCOCC4)nn3)c2)c1OC	-10	-18%	-22%	?	?	?	-21%	?	-6%
CCn1c(SCC(=O)NCCc2ccccc2)nnc1C(C)C	1	6%	15%	18%	14%	5%	14%	4%	-8%
CC(=O)Nc1cccc(OCC(=O)Nc2sccc2C(N)=O)c1	0	-2%[11.6 µM]	1%	5%	-4%	3%	3%	6%	0%
COc1cccc(CSc2nc3sc(C)c(C)c3c(=O)n2Cc2ccco2)c1	14	-9%	-6%	-25%	?	-11%	-23%	-6%	13%
N#C/C(=C\Nc1ccc(F)c(Cl)c1)C(=O)C1CC1	8	-9%	/	-2%	-5%	8%	1%	5%	?
Cc1cc2cc(CNC(=O)c3ccc(Br)o3)ccc2[nH]1	-15	-11%	-1%	2%	3%	0%	0%	-1%	-5%
Cc1ccc(-c2nc(NCCN(C)C)c3ccccc3n2)cc1	-95*	-2%	-30%	21µM*	-15%	?	?	?	?
CC(C)Cn1c(C(C)NC(=O)Cc2ccccc2)nc2ccccc21 (configuration not stated)	-1	-3%	7%	-4%	3%	-18%	-5%	8%	-8%
Cc1nc2ccccc2c(=O)n1NC(=O)c1ccccc1F	-4	-4%	/	-1%	-1%	12%	10%	-5%	-66%[inhibitor]
O=C(Nc1nc2ccccc2s1)c1ccccc1[N+](=O)[O-]	-14	-5%	41%[activator]	-5%	0.73µM*	-20%	-15%	-5%	-24%
CC1Cc2cc(S(=O)(=O)N3CCC(C(=O)N(C)Cc4ccccc4)CC3)ccc2N1C(=O)C1CC1 (configuration not stated)	-14	-7%	-10%	-10%	1%	-12%	-14%	-1%	1%
NC(N)=NC(N)=Nc1ccc(O)cc1	1	-5%	/	4%	3%	17%	2%	-3%	-1%

Limited to IL1B secr inh and KB-3-1 cytotox (two entries from above):
| compound | IL1B secr inh | KB-3-1 cytotox |
| --- | --- | --- |
| CCS(=O)(=O)C1=NN2C(=N)/C(=C\c3ccc(SCc4ccco4)o3)C(=O)N=C2S1 | 2 | 0% |
| O=C(COC(=O)/C=C/c1cccc(C(F)(F)F)c1)NC1CCS(=O)(=O)C1 (configuration not stated) | -6 | -16% |

Among those listed so far, two have a CF3 group:
SMILES	IL1B secr inh	WRN helicase inh	ATXN2 expr inh	HT1080 IDH1KD tx	MCF10A rerep	KB-V1 cytotox	HT1080NT lethal	KB-3-1 cytotox	SW480 rerep
CC(c1ccccc1)N(CC(=O)NC1CCCCC1)S(=O)(=O)c1cccc(C(F)(F)F)c1 (configuration not stated)	-62*	-9%[57.1 µM]	?	-20%	?	?	-21%	-20%	?
O=C(COC(=O)/C=C/c1cccc(C(F)(F)F)c1)NC1CCS(=O)(=O)C1 (configuration not stated)	-6	-1%	/	-1%	0%	0%	-1%	-16%	-17%
